hcGAS lum: human cGAS inhibition. recombinant h-cGAS, ATP depletion, Kinase-Glo luminescence. inhibition, % at 12.5 µM. 0.081% of 290,000 active;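 also: 0% = vehicle reaction and 100% = reaction without DNA for no activity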
Target sequence (Q8N884 whole entry, looked up): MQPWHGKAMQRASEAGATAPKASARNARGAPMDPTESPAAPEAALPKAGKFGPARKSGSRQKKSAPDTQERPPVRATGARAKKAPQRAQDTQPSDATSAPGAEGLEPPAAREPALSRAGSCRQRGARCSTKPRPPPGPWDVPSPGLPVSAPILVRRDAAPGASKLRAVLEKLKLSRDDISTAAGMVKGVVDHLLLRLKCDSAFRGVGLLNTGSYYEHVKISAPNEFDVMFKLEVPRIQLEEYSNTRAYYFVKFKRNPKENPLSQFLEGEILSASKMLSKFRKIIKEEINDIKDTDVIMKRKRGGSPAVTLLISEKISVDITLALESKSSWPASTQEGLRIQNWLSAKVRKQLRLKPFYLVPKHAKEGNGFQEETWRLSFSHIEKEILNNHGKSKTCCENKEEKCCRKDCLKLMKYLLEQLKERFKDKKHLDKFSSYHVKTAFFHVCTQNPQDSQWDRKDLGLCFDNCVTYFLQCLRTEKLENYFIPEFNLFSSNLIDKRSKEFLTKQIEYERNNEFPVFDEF
mcGAS inh: inhibitors of mouse cGAS. inhibition, % at 12.5 µM. AID 1259399. 0.15% of 160,000 active. Q8C6L5. recombinant cGAS, Kinase-Glo ATP depletion luminescence;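 also: 0% = negative control wells and 100% = reference inhibitor with no enzyme activity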
NPYLR7 ag: mosquito NPYLR7 agonism; AID 1259423; 0.15% of 270,000 active; HEK293T NPYLR7/Galpha15, GCaMP6s calcium fluorescence; activation, % at 10 µM; in the data active = activation above about 40%;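 also: 0% = vehicle and 100% = reference agonist at the receptor; some compounds past the cut are filed as inactive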
Active calls of the source: *; nt = not tested or not shown; & = joins results of further samples. Rule as the data show it, unless noted: active = inhibition above about 40%; inactive = the rest.

SMILES | hcGAS lum | mcGAS inh | NPYLR7 ag
O=C(CC(c1cccc2c1OCO2)c1c[nH]c2ccccc12)NCc1ccc(F)cc1 (stereo not drawn) | -8 | -7 | 21
CCN(CC)c1ccc(/C=C/c2[nH]c(=O)[nH]c(=O)c2[N+](=O)[O-])c(OC)c1 | -19 | -11 | -1
CSc1nnc2c(n1)OC(c1ccc(OC(=O)c3ccc(Br)cc3)cc1)Nc1ccccc1-2 (stereo not drawn) | -3 | -5 | 46*
CC(C)CN1C(=O)C(=Cc2c(N3CCN(CCO)CC3)nc3ccccn3c2=O)SC1=S | -4 | -5 | 79*
CC(C)(C)c1ccc(OCCNC(=O)Cn2c(-c3cccs3)n[nH]c2=S)cc1 | -7 | nt | 0
CCn1ccnc1CNc1nc2nonc2nc1N1CCCC1 | 2 | nt | -6
CC(=O)Nc1ccc(-n2c(CCC(=O)NCc3ccccn3)ccc2-c2ccc(F)cc2)cc1 | -7 | -9 | 4
CCNC(=O)N1CCC(NC(=O)c2ccnc(C(C)C)n2)CC1 | -5 | nt | 15
CC(C)c1cccc(C(C)C)c1NC(=O)N(Cc1ccc(OS(=O)(=O)c2cccc(C(F)(F)F)c2)cc1)C(C)C | -1 | -6 | -4
CC(=O)OC12CC3CC(C1)CC(C(=O)NCC1CCCN(C)C1)(C3)C2 (stereo not drawn) | 5 | nt | -2
COc1ccc(C(=O)N(Cc2cccnc2)Cc2nccn2Cc2ccc(C(F)(F)F)cc2)cc1 | -7 | -7 | 19
CC(=O)Nc1ccccc1NC(=O)CN1C[C@]2(C)C[C@H]1CC(C)(C)C2 | -3 | nt | 9
Cc1ccccc1Cn1ccnc1CN(C(=O)c1cccc(F)c1)C(C)C | -5 | -5 | 5
CC(C)c1ccc(CN2CCCC(O)(CNCc3ccc[nH]c3=O)C2=O)cc1 (stereo not drawn) | -3 | -18 | 7
CCOC(=O)CCNC(=O)C1CCCN1C(=O)C1CCCCC1 (stereo not drawn) | -1 | nt | 17

As entered above.
`CC(=O)Nc1ccccc1NC(=O)CN1C[C@]2(C)C[C@H]1CC(C)(C)C2` in hcGAS lum → -3
`CCN(CC)c1ccc(/C=C/c2[nH]c(=O)[nH]c(=O)c2[N+](=O)[O-])c(OC)c1` in mcGAS inh → -11
`CCn1ccnc1CNc1nc2nonc2nc1N1CCCC1` in NPYLR7 ag → -6

Remaining list, next part:
SMILES | hcGAS lum | mcGAS inh | NPYLR7 ag
COc1ccc(-c2cc3c(=O)n(CC(=O)Nc4ccc(C)cc4Br)ccn3n2)cc1 | 2 | 0 | -1
COc1ccccc1/C=C/CN1CCC(n2cc(CO)nn2)CC1 | -6 | -12 | 1
O=C(C1CCN(C2CCN(Cc3ccc4c(c3)CCO4)CC2)CC1)N1CCCC1 | -8 | nt | 4
COC(=O)C1=C(NC(=O)c2ccc(-c3ccccc3)cc2)CCS1 | -3 | -9 | -1
O=C(C1CCN(CC(O)c2ccccc2)CC1)N1CCc2ccccc2C1 (stereo not drawn) | -6 | -6 | 12
Cn1c(=O)[nH]c2ncc([N+](=O)[O-])cc2c1=O | 14 | nt | 6
Cc1cc(C(=O)N=Nc2c(O)n(C)c3ccccc23)n[nH]1 | 0 | nt | -2
CCOc1ccc(-c2nccn2CCN(C)C)cc1CO | -2 | nt | 1
O=C(NCc1ccccc1Cl)c1cc(S(=O)(=O)NC2CC2)c(Cl)cc1Cl | -4 | -9 | 3
CC(=O)CC1(O)C(=O)N(Cc2ccccc2)c2ccc(Br)cc21 (stereo not drawn) | -5 | -7 | 13
CCOC(=O)c1ccc2c(c1)nc(SCc1ccc(C(=O)OC)cc1OC)n2CCc1ccc(OC)cc1 | 5 | 2 | 3
O=[N+]([O-])c1ccc2[nH]c(O)c(N=NC3CCS(=O)(=O)C3)c2c1 (stereo not drawn) | -9 | nt | -2
CCN(CC)S(=O)(=O)c1ccc2c(c1)nc(SCc1cccc(C(=O)O)c1)n2Cc1ccco1 | -6 | -3 | 11
CC(=O)Oc1c(-c2ccc(NC(=O)c3cccs3)cc2)c(-c2ccco2)nn1-c1cccc(F)c1 | -5 | -3 | nt
COC(=O)c1ccc(CSc2nc3c(c(=O)n2-c2ccc(Br)cc2)SCC3)o1 | -10 | -9 | 1

Laid out differently: 2 of the compounds above.
Below each compound: hcGAS lum, mcGAS inh, NPYLR7 ag
O=[N+]([O-])c1ccc2[nH]c(O)c(N=NC3CCS(=O)(=O)C3)c2c1 (stereo not drawn)
  -9, nt, -2
O=C(C1CCN(C2CCN(Cc3ccc4c(c3)CCO4)CC2)CC1)N1CCCC1
  -8, nt, 4

Other compounds follow.
SMILES | hcGAS lum | mcGAS inh | NPYLR7 ag
CCOc1ccc(-c2onc(C)c2-c2ccccc2OC)c(O)c1 | -6 | -9 | -1
O=C(c1ccc(Cl)c(N2CCCC2=O)c1)N1CCN(Cc2ccc(Cl)s2)CC1 | -3 | nt | 0
COc1ccc(C2=Nn3c(C)nnc3SC2)cc1 | -6 | nt | -1
CCCCc1ccc(C(=O)NC(C(=O)Nc2nnc(-c3ccc(OC)cc3)s2)C(C)C)cc1 (stereo not drawn) | -1 | -1 | 2
C(=C\c1ccccc1)/CN1CCN(c2ccc3cc[nH]c3n2)CC1 | 0 | -8 | 3
c1ccc2[nH]c(Cc3nn[nH]n3)nc2c1 | 4 | -3 | 7
COCCSc1nnc(C)c2cnn(-c3ccccc3)c12 | -1 | -4 | -9
Cc1cccc(C)c1-n1nnnc1SC(C)C(=O)NC(=O)NC1CCCCC1 (stereo not drawn) | -6 | -8 | 1
COc1cccc(C(=O)NNc2cc(=O)n(C)c(=O)n2C)c1 | -7 | -7 | 3
COc1ccc(C2=NC(=Cc3ccc(OC(F)F)c(OC)c3)C(=O)O2)cc1 | -4 | nt | -11
COc1ccc2c([N+](=O)[O-])c(N3CCOCC3)[nH]c2c1 | 5 | nt | 3
COCc1nc(NCc2cnc(C)cn2)c2cnn(C)c2n1 | -4 | nt | 18
Cc1ccc2sc(N(CCN(C)C)C(=O)c3ccc([N+](=O)[O-])cc3)nc2c1C | -6 | -7 | -1
Cc1ccc(C)c(C(C)NCc2ccn(C)c(=O)c2)c1 (stereo not drawn) | 2 | nt | -1
Cc1nc(C(C)(C)C)sc1C(=O)Nc1cnc(C(C)(C)C)nc1 | -15 | nt | 0
CCC1=NS(=O)(=O)c2cc(NC(=O)COC)ccc2N1CC1CCCO1 (stereo not drawn) | -6 | nt | 21
Cc1ncoc1C(=O)N1CCC(CCC(=O)NC2CCN(Cc3ccccc3)C2)CC1 (stereo not drawn) | -3 | nt | 23
COc1cccc(Cc2nsc(N(CCC(=O)N3CCC(n4c(=O)[nH]c5ccccc54)CC3)C(C)C)n2)c1 | -5 | -5 | -4
O=C(Cc1ccccc1)NN1C(=O)C2C3C=CC(C4CC34)C2C1=O (stereo not drawn) | -1 | 0 | 2
CCCC(=O)N1CCC1(C)C(=O)Nc1ccccc1-c1ccccc1 (stereo not drawn) | -10 | -5 | -2
CCCCn1c(N2CCN(Cc3ccc(Cl)cc3)CC2)nc2c1c(=O)[nH]c(=O)n2C | 7 | nt | -11
Cc1ccc(-c2nc(CN3N=NC4C(=O)N(c5ccc(F)cc5)C(=O)C43)c(C)o2)cc1 (stereo not drawn) | -3 | -10 | 2
CCOC(=O)C(Cc1ccc(Cl)cc1)NC(=O)c1cccnc1NC(C)C (stereo not drawn) | -2 | -2 | -8
CCc1ccc(/C(=C2/OC(=O)c3ccccc32)[N+](=O)[O-])cc1 | -6 | nt | -10
Cc1nn(C)c(Cl)c1C1CCCN1CC(O)c1cccc(F)c1 (stereo not drawn) | -13 | -8 | 10
CCCCN(CC(=O)N1CC(=O)N(c2cccc(C)c2)C1)S(=O)(=O)c1cccc2cccnc12 | 5 | 0 | nt
S=c1[nH]nc(-c2cccnc2)n1C1CC1 | -6 | nt | 1
CCOc1cc(/C=N\Nc2ncnc3nc[nH]c23)ccc1O | -8 | nt | -1
O=C(NCC1Cc2ccccc2O1)c1ccc(N2CCCCCC2)nc1 (stereo not drawn) | -2 | nt | 8
CC(C)C(NC(=O)C1=COCC1)c1ccc(Cl)cc1 (stereo not drawn) | -12&-4 | -10 | 1&-1

3 entries from above, ordered by length of the SMILES, largest number first.
SMILES | hcGAS lum | mcGAS inh | NPYLR7 ag
CCCCN(CC(=O)N1CC(=O)N(c2cccc(C)c2)C1)S(=O)(=O)c1cccc2cccnc12 | 5 | 0 | nt
Cc1ncoc1C(=O)N1CCC(CCC(=O)NC2CCN(Cc3ccccc3)C2)CC1 (stereo not drawn) | -3 | nt | 23
O=C(NCC1Cc2ccccc2O1)c1ccc(N2CCCCCC2)nc1 (stereo not drawn) | -2 | nt | 8

Returning to the listing; the two compounds before the break are reprinted first.
SMILES | hcGAS lum | mcGAS inh | NPYLR7 ag
O=C(NCC1Cc2ccccc2O1)c1ccc(N2CCCCCC2)nc1 (stereo not drawn) | -2 | nt | 8
CC(C)C(NC(=O)C1=COCC1)c1ccc(Cl)cc1 (stereo not drawn) | -12&-4 | -10 | 1&-1
O=C(Nc1ccc(Cn2cnc(C(=O)Nc3ccccc3F)c2)cc1)c1ccc(Cl)cc1 | -2 | nt | -9
Cc1ccnc2nc(C(=O)NC(c3ccccc3)C(C)C)nn12 (stereo not drawn) | -2 | -7 | 9
Cc1nc(Nc2ccc(NC(=O)Nc3cccc(F)c3)cc2)cc(-n2cccn2)n1 | 3 | -1 | -8
COCCCn1c(C)cn2c3c(=O)n(Cc4ccccc4F)c(=O)n(C)c3nc12 | -6 | -3 | -3
CC1CCCCC12NC(=O)N(CC(=O)c1ccc3ccccc3c1)C2=O (stereo not drawn) | -9 | nt | 4
COc1cc(C=NNc2ncnc3scc(-c4ccccc4)c23)ccc1O | -6 | -8 | -1
Cc1ccc2nc(C)c(NC(=O)c3ccc(Br)cc3)c(=O)n2c1 | 1 | nt | -2
Cc1ccc(F)cc1N1C(=O)C2C3C=CC(C3)C2C1=O (stereo not drawn) | -2 | -6 | -8
COc1ccc2nc(-c3ccc(NC(=O)Nc4ccccc4)cc3)cn2n1 | -9 | -10 | 0
CCOCCOc1nc(-c2cccc(F)c2)n(-c2ccc(N)cc2)n1 | -2 | -4 | -15
O=C(Nc1ccc(SCC(=O)N2CCOCC2)nn1)C1CC1 | 0 | nt | 0
CCCCc1ccc(C(=O)N(CCCOC)CC(=O)N(CCc2ccc(OC)c(OC)c2)Cc2ccco2)cc1 | 8 | 1 | -12
CCCCN(C)c1c(C)nc2ccc(C(=O)Nc3ccc(OC)c(OC)c3)cn12 | -9 | -3 | -5
CCc1cc(N2CCN(C/C=C/c3ccccc3)CC2)nc(SCc2ccc(C(=O)NCc3ccncc3)o2)n1 | -4 | -7 | -8
CCCn1c(=O)n(CC(=O)Nc2ncccn2)c2ccccc21 | -5 | -7 | 10
Cn1cc(C2NC(=O)CC[C@@H]2NC(=O)c2ccc(I)cc2)cn1 (stereo partly drawn) | -8 | nt | 2
OC(CCc1ccccc1)C1CCN(Cc2nc(Cc3ccccc3F)no2)CC1 (stereo not drawn) | -1 | -4 | -1
CN(CC(=O)Nc1ccccc1Br)C1CCc2ccccc21 (stereo not drawn) | -14 | nt | 12
O=C(Cc1cc2ccccc2[nH]1)N/N=C\C1CC=CCC1 (stereo not drawn) | -4 | -7 | -11
N#Cc1ccccc1-c1ccc(COc2coc(CN3CCN(C(=O)CCc4ccccc4)CC3)cc2=O)cc1 | -4 | -6 | 2
O=C(COc1ccc2c(c1)OCO2)NCCCn1nc(-c2ccccc2)ccc1=O | 2 | nt | -2
CC(C)c1cc(C(=O)N2CCC(n3nccc3NC(=O)CCOc3ccccc3)CC2)on1 | -1 | 0 | 1
Cc1cn2c3c(=O)n(C)c(=O)n(C)c3nc2n1-c1cccc(OCCN2CCOCC2)c1 | -5 | -9 | 1

Rows were taken by chance. Share with any hit: about 0.27%.
